# Compound activity from PubChem.
# Luciferase inh – Photinus pyralis luciferase inhibition; P08659; purified P. pyralis luciferase, luminescence, biochemical; Potency, µM (highest dose often 115 µM), without a hit: at the top dose activity change, negative = inhibition, usual class: inhibitors; 76,000 compounds, 2.5% hits; AID 1347043; note: potency is the fitted concentration of half-maximal effect; nearly all actives have a fitted effect of over 65% in size
# Target sequence (P08659 whole entry, looked up): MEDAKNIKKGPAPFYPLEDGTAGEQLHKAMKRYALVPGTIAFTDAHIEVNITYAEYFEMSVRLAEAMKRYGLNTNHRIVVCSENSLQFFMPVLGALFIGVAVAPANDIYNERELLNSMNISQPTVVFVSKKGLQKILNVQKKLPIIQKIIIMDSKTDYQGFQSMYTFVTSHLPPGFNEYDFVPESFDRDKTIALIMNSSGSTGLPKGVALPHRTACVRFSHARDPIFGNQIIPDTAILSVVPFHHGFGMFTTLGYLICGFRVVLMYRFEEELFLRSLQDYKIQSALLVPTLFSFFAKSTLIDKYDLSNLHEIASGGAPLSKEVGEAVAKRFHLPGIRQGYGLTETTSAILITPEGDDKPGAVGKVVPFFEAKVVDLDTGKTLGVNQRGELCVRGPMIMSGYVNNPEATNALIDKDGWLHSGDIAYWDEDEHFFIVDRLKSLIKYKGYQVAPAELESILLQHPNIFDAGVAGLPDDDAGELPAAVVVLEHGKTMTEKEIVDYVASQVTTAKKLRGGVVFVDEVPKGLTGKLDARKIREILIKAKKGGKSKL
#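 Purified 10nM P. pyralis luciferase with 10uM D-luciferin and 10uM ATP in 50mM Tris acetate pH 7.5, 10mM Mg acetate, 0.01% Tween-20, 0.05% BSA. qHTS titration; luminescence read by CCD imager.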
# HEK cytotox – kills HEK 293 cells; HEK 293 viability, ATP luminescence (CellTiter-Glo), 48-72 h; Potency, µM (series often up to 115 µM), without a hit: at the highest dose activity change, negative = cytotoxicity, hits mostly inhibitors; 94,000 compounds, 6.6% hits; note: potency is the fitted concentration of half-maximal effect; nearly all actives have a fitted effect of over 60% in size
#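 Viability of HEK 293 cells, plated at 250 cells/well, was judged by cellular ATP after compound treatment for 48 or 72 hr. Luminescence was imaged 10 min after CellTiter-Glo addition at room temperature.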
# IP6K1 inhibitor – inhibitors of human IP6K1 | IP6K1 kinase, ADP-Glo luminescence, 2 h; stronger effect = lower value | activity change, % (series mostly up to about 58 µM) | 140,000 compounds, 0.81% hits; in the data active = activity change below about -25%
# Target sequence (Q92551 whole entry, looked up): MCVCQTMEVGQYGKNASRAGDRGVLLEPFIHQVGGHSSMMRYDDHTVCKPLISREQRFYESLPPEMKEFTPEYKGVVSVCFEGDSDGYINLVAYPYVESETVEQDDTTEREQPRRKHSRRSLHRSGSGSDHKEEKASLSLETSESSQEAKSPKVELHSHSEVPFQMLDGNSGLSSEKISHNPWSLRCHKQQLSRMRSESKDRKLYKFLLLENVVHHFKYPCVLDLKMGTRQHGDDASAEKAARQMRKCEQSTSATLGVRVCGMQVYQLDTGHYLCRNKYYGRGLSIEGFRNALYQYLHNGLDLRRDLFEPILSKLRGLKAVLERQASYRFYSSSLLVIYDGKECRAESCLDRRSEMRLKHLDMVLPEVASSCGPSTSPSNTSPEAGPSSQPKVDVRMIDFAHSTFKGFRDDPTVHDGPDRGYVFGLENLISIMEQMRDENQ
#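 ADP-Glo luminescence measures ADP made by human IP6K1 during a 2 h RT reaction with ATP/IP6 (mix at 1.3 mM/130 uM); top library doses 57.5 and 19.1 uM final.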
# SNCA expr inh – reduces expression of the alpha-synuclein gene | HEK-293 SNCA-luciferase knock-in, luminescence, 24 h | 140,000 compounds, 0.17% hits | Potency, µM (doses to about 57.2 µM), inactives show top-dose activity change, negative = inhibition, actives largely listed as inhibitors | AID 1671194;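 note: potency is the fitted concentration of half-maximal effect; plate controls were DMSO cells for no effect and cell-free wells for full effect; nearly all actives have a fitted effect of over 45% in size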
# 3T3 cytotox – kills NIH 3T3 cells | AID 1345082 | NIH 3T3 viability, CellTiter-Glo ATP luminescence, 48-72 h | Potency, µM (top dose mostly 96.7 µM), without a hit: top-dose activity change, negative = cytotoxicity, usual class: inhibitors | 94,000 compounds, 4.3% hits; note: potency is the fitted concentration of half-maximal effect; nearly all actives have a fitted effect of over 55% in size
#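 First NIH 3T3 cells are plated at 400 cells/well; next compound is pinned in; then plates incubate 48 or 72 hr at 37 °C; finally CellTiter-Glo is added and luminescence read after 10 min.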
# SNCA viab count – counter-screen for SNCA expression inhibitors: cell viability | HEK-293-SNCA-luc viability, GF-AFC fluorescence, 24 h | Potency, µM (top dose mostly 57.1 µM), inactives show at the highest dose activity change, negative = cytotoxicity, actives largely listed as cytotoxic | 150,000 compounds, 0.12% hits;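 note: potency is the fitted concentration of half-maximal effect; 0% = DMSO-treated cells and -100% = medium-only wells without cells; nearly all actives have a fitted effect of over 30% in size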
#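 Cytotoxicity counterscreen: after 24 h compound treatment of genome-edited SNCA-luciferase HEK-293 cells, live-cell protease substrate GF-AFC read by fluorescence after 30 min; activity scaled between DMSO (0%) and medium-only (-100%), curves Hill-fitted.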
# GPT2 inhibitor – blocks human glutamate pyruvate transaminase 2; Potency, µM (titrated, usually from 57.7 µM), for the others: at the highest dose activity change, negative = inhibition, most hits filed as inhibitors; Recombinant GPT2, coupled pyruvate oxidase/HRP Amplex Red fluorescence; 100,000 compounds, 0.25% hits; Q8TD30; note: potency is the fitted concentration of half-maximal effect; nearly all actives have a fitted effect of over 60% in size; many of its hits are not listed in these tables
#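 Fluorescence of coupled pyruvate oxidase/HRP/Amplex Red system (50uM Amplex, 30 min, dark) reports pyruvate formed by GPT2. Enzyme reaction: 10ng/uL GPT2, 2mM L-alanine, 250uM a-KG, 30 min room temperature, pH 7.5; 50uM AOA control.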
# An asterisk follows results filed as active; i = inactive; ? = inconclusive; / = no result given; & = joins results of further samples; [ ] = remark or other dose. Unless noted, calls come from the whole dose curve; as a rule, active = well fitted curve in the direction sought with a large enough effect; inconclusive = small, poorly fitted or top-dose-only effect, or another doubt; inactive = no such curve, though single readings can be large; an effect the other way counts as inactive or inconclusive. Unless noted, % is set by controls: 0 for no effect and ±100 for the full control effect. These rows are one share of the data (hit frequency here may not be typical).
SMILES,Luciferase inh,HEK cytotox,IP6K1 inhibitor,SNCA expr inh,3T3 cytotox,SNCA viab count,GPT2 inhibitor
CCOc1ccccc1CN1CCN(c2ncnc3[nH]ccc23)CC1CCO (stereo not drawn),-8%,?,9,0%,?,-6%,i[11.5 µM]
O=C(c1ccc(C(F)(F)F)cc1)N1CCC(c2n[nH]c(=O)n2-c2ccccc2)CC1,5%,-4%,-18,-12%,-22%,8%,i
COc1ccc(OC)c(CNC(=O)Cc2cccn2-c2ccc(C)cc2)c1,6%,?,17,?,?,-6%,i
CC(O)C(=O)/C=C/C=C/C(=O)OC1C=C2COC(=O)C2(O)C2(C)CCCC(C)(C)C12 (stereo not drawn),/,/,4,/,/,-10%[23.9 µM],i
Cc1ccccc1OCC(=O)N(Cc1ccc(C(C)C)cc1)C1CCS(=O)(=O)C1 (stereo not drawn),/,/,10,-14%,/,-21%,/
COC(=O)c1ccc(Cn2c(SCc3ccccc3)nc3ccncc32)cc1,/,/,-1,?,/,-6%,/
CCNc1cc(N2CCC(CCC(=O)O)CC2)ncn1,32µM*,11%,0,1.3µM*,-8%,11%,i
O=C(NCC1CCCCC1)N[C@H](C1CCNCC1)C1CC(O)C1 (stereo partly drawn),-2%,1%,-5,14%,-18%,-4%,4%
COc1ccccc1C(=O)NC1CCN(Cc2cccc(-c3ccc(F)c(F)c3)c2)CC1,/,?,-13,?,?,-22%,?
Fc1ccc(-c2nc(-c3cccs3)c(-c3cccs3)[nH]2)cc1,/,/,-6,-5%,/,-11%,/
CCOC(=O)[C@H](CCc1ccccc1)N[C@@H](C)C(=O)N1[C@H](C(=O)O)C[C@@H]2CCC[C@@H]21,/,/,14,-8%[25.6 µM],/,-5%[23.9 µM],i
COc1cccc(CN2CCN(C(=O)c3cnc4ccccn4c3=O)CC2=O)c1,-5%,-7%,13,-12%,-21%,4%,i
CCOc1ccc(C(=O)NC2CCN(c3cc(-c4ccccc4)[nH]n3)CC2)cc1,-8%,-41%,17,19%,-24%,-11%,-15%
CN(Cc1ccccc1)C(=O)C[C@@H]1c2nc(NC(=O)c3ccc(F)cc3)sc2C[C@@H]2[C@](C)(CO)[C@H](O)CC[C@]21C,-11%,?,6,-28%,25µM*,-29%,i
Cc1cccc(Cn2c(=O)n(CC3CCC(C(=O)NC(C)C)CC3)c(=O)c3sccc32)c1 (stereo not drawn),/,/,5,-4%,/,4%,/
Cc1ccc(CCNC(=O)c2oc(=O)c3ccccc3c2-c2ccc(C)cc2)cc1,/,/,18,?,/,21%,/
Cc1cn(CC(=O)NC(c2nnc3n2CCNCC3)C(C)C)c(=O)[nH]c1=O (stereo not drawn),10%,1%,-8,4%,2%,-13%,0%
O=C(Nc1ccc(-c2nnc3n2CCCC3)cc1)c1ccc[nH]c1=O,-15%,11%,28,1%,-7%,6%,0%
CCn1ncc(NC(=O)Cn2ncc3cc(-c4cccc(C#N)c4)ccc32)n1,-18%,25µM*,-9,-13%,?,-13%,-2%
CCOC(=O)Cn1cnc2c(cnn2-c2ccc(C)c(C)c2)c1=O,/,/,8,86%[activator],/,8%,/
O=[N+]([O-])c1ccc(-c2nc(-c3ccc(F)cc3)c(-c3ccncc3)[nH]2)cc1,/,/,-14,3%,/,2%&-28%,1%&-7%
Cc1cc(C)cc(NC(=O)c2c(C)oc3nc(C)nc(N4CCCC4)c23)c1,/,/,-3,48%,/,10%,/
O=C(c1ccoc1)N1CCC(Cc2nc(C3CCOCC3)no2)CC1,-3%,-5%,0,-6%,-13%,6%,-9%
COc1ccc(C(C(=O)O)N2CCC(C(=O)N3CCCC3)CC2)c(OC)c1 (stereo not drawn),3%,3%,-9,-18%,0%,-4%,-5%
Cc1cc(C)c(CNC(=O)c2cc(-c3ccnn3C)cc3c2OCCN3C)c(=O)[nH]1,7%[172 µM],-30%[172 µM],-20,18%[87.6 µM],?,1%[87.6 µM],?
Cc1ccccc1NC(=O)C1CCC(CNS(=O)(=O)c2ccc3c(c2)C(C)(C)C(=O)N3C)CC1 (stereo not drawn),/,/,35,13%,/,-7%,/
Cc1cc(C(=O)N2CCC3(CN[S+](=O)([O-])c4cnccc4O3)C2)no1 (stereo not drawn),/,i,0,2%,i,3%,i
O=C(NCC1CCCO1)c1noc(-c2ccccc2F)n1 (stereo not drawn),?,-2%,-2,64%[activator],-26%,9%,?
Cc1ccc(OCCSc2nc3ccc(NC(=O)c4cccs4)cc3s2)cc1,/,/,-3,14%,/,22%,/
Cc1ccc(-c2cc(C(F)(F)F)n3ncc(-c4ccc(Cl)cc4)c3n2)cc1,/,/,-3,11%,/,4%,/
COc1ccccc1NC(=O)c1ccccc1NC(=O)c1ccccc1,/,/,-21,-27%,/,-7%,/
CNC(=O)[C@@H]1C[C@@H](O)CN1C1CCN(C(=O)COc2ccccc2)CC1,0%,i,-1,21%,1%,13%,i
CN(C(=O)CN1C(=O)NC2(CCCCC2)C1=O)c1ccccc1,0%,6%,5,?,i,0%,-6%
Cc1ccc(-n2nc3ccc(NC(=O)c4oc5ccc(C)cc5c4C)cc3n2)cc1,/,/,9,29%,/,0%,/
COc1cc([C@@H]2c3cc4c(cc3[C@H](O)C3COC(=O)[C@@H]32)OCO4)cc(OC)c1OC (stereo partly drawn),/,/,/,-17%,/,-20%,i
CN1[C@@H]2CC[C@H]1CC(OC(=O)C(CO)c1ccccc1)C2 (stereo partly drawn),/,/,4,/,/,2%,i
Cc1cnc(CNC(=O)c2cc(CN3CCC(Cc4ccccc4)CC3)on2)cn1,10%,?,1,-9%,-20%,-2%,-6%
Cc1cc(C2CC(C(=O)NCCc3ccccc3)CN(C(=O)C3CC3)C2)ccc1F (stereo not drawn),-18%,?,17,0%,32µM*,-6%,i
CC(C)NC(=O)N1CCN(CCCn2nc3n(c2=O)CCCC3)CC1,/,-10%,5,/,-16%,/,/
Cc1nnc2ccc(N3CCC(NC(=O)c4ccc(Cl)cc4)CC3)nn12,/,?,-1,/,?,/,/
CCOc1ccc(N2C(=O)N(Cc3c(F)cccc3Cl)c3ccccc3S2(=O)=O)cc1,/,/,2,-18%,/,-6%,/
Cc1onc(-c2ccccc2)c1C(=O)N[C@@H]1C(=O)N2[C@@H]1SC(C)(C)[C@@H]2C(=O)O,/,/,11&4,/,/,-5%&-4%,-5%
CC(=O)c1cccc(NC(=O)Cn2cc(C(=O)c3cccc(Cl)c3)c(=O)c3ccc(C)nc32)c1,/,/,-11,?,/,-36%,/
Cc1cc(NC(=O)Cn2ccn3nc(-c4ccc(F)cc4)c(CO)c3c2=O)n[nH]1,-5%,7%,32,19%,i,16%,i
Cc1cccc(NC(=O)N2CCCC(Cn3c(C)nc4cccnc43)C2)c1 (stereo not drawn),-3%,-7%,4,76%[activator],-17%,-3%,-3%

# Complete entries as entered above. Screens in order: Luciferase inh	HEK cytotox	IP6K1 inhibitor	SNCA expr inh	3T3 cytotox	SNCA viab count	GPT2 inhibitor
# `Cc1cccc(NC(=O)N2CCCC(Cn3c(C)nc4cccnc43)C2)c1` (stereo not drawn) reads -3%	-7%	4	76%[activator]	-17%	-3%	-3%
# `Cc1nnc2ccc(N3CCC(NC(=O)c4ccc(Cl)cc4)CC3)nn12` reads /	?	-1	/	?	/	/

# An excerpt from above in order of SMILES length, smallest number first.
SMILES,Luciferase inh,HEK cytotox,IP6K1 inhibitor,SNCA expr inh,3T3 cytotox,SNCA viab count,GPT2 inhibitor
CC(C)NC(=O)N1CCN(CCCn2nc3n(c2=O)CCCC3)CC1,/,-10%,5,/,-16%,/,/
Cc1nnc2ccc(N3CCC(NC(=O)c4ccc(Cl)cc4)CC3)nn12,/,?,-1,/,?,/,/
Cc1cnc(CNC(=O)c2cc(CN3CCC(Cc4ccccc4)CC3)on2)cn1,10%,?,1,-9%,-20%,-2%,-6%
Cc1ccc(-n2nc3ccc(NC(=O)c4oc5ccc(C)cc5c4C)cc3n2)cc1,/,/,9,29%,/,0%,/
CNC(=O)[C@@H]1C[C@@H](O)CN1C1CCN(C(=O)COc2ccccc2)CC1,0%,i,-1,21%,1%,13%,i
Cc1cc(NC(=O)Cn2ccn3nc(-c4ccc(F)cc4)c(CO)c3c2=O)n[nH]1,-5%,7%,32,19%,i,16%,i
CC(=O)c1cccc(NC(=O)Cn2cc(C(=O)c3cccc(Cl)c3)c(=O)c3ccc(C)nc32)c1,/,/,-11,?,/,-36%,/
COc1cc([C@@H]2c3cc4c(cc3[C@H](O)C3COC(=O)[C@@H]32)OCO4)cc(OC)c1OC (stereo partly drawn),/,/,/,-17%,/,-20%,i
Cc1onc(-c2ccccc2)c1C(=O)N[C@@H]1C(=O)N2[C@@H]1SC(C)(C)[C@@H]2C(=O)O,/,/,11&4,/,/,-5%&-4%,-5%

# Later entries.
SMILES,Luciferase inh,HEK cytotox,IP6K1 inhibitor,SNCA expr inh,3T3 cytotox,SNCA viab count,GPT2 inhibitor
CCc1c(C)nc2nncn2c1Nc1cccc(C)c1,/,/,-6,?,/,1%,/
COc1ccc(C(=O)N2C[C@@H]3C[C@H](C2)c2c(/C=C/c4ccc(Cl)cc4)ccc(=O)n2C3)cc1,-11%,?,9,-22%,?,?,-8%
CCOC(=O)c1c(C)oc2nc(C)nc(NCc3ccccc3OCC)c12,/,/,-7,-14%,/,2%,/
CC1(C)N=C(c2ccccc2)C(=O)N1CC(=O)NC1CCc2ccccc21 (stereo not drawn),-8%,-25%,18,17%,-17%,10%[12.5 µM],-13%
CN1CC(=O)N(c2ccccc2)Cc2c(NC3CCC3)ncnc21,-4%[172 µM],?,-7,15%[87.6 µM],-19%[138 µM],-4%[87.6 µM],i
O=C1Nc2ccccc2CC12CCCN(C1COC1)C2 (stereo not drawn),/,0%[172 µM],-19,20%[87.6 µM],-7%[138 µM],3%[87.6 µM],1%[88.5 µM]
O=C(Nc1cc(C(F)(F)F)cc(C(F)(F)F)c1)c1cnc(Cl)nc1C(F)(F)F,/,/,-3,/,/,?,-8%
COc1ccc(NC(=O)C2CCCN(c3ccnc4ccnn34)C2)cc1 (stereo not drawn),/,?,2,2%,?,-14%,-12%
O=C(O)c1cnn(-c2nc3cc(OC(F)(F)F)c(Cl)cc3[nH]2)c1,/,/,-16,/,/,-11%,i
COc1ccc(-c2noc(CN(C(=O)c3ccc(C)cc3C)C(C)C)n2)cc1,/,/,3,-13%,/,-4%,/
CCn1c(=O)c2sccc2n2c(CCCC(=O)N3CCN(c4cc(Cl)ccc4C)CC3)nnc12,/,/,4,-9%,/,1%,/
FC(F)(F)Oc1ccc(CN2CCOC[C@H](Oc3cccnc3)C2)cc1,-12%[172 µM],?,-11,4%[87.6 µM],?,-2%[87.6 µM],2%[88.5 µM]
COc1ccc(-c2noc(-c3cccn3CC(=O)Nc3cccc(C)c3)n2)cc1F,9%,?,-6,40%[activator],-24%,-16%,i
CCOc1ccccc1NC(=O)Cn1cccc1-c1nc(-c2ccc(F)cc2)no1,-4%,?,35,10%,?,-4%,i
CCN(c1ncnc2c1cnn2-c1ccc(C)cc1)C1CCCCC1,/,/,8,37%[activator],/,-2%,/
